Mtb BioA inh: blocks M. tuberculosis BioA enzyme activity. purified M. tuberculosis BioA enzyme, plate reader. inhibition, % at 9.99 µM. 0.096% of 360,000 active. AID 602481; in the data active = inhibition above about 40%
* = called active by the depositor. Some of the compounds tested, so the mix of outcomes need not match the whole.

Start of the data: the first 2 records (preview)
Molecule | Mtb BioA inh
C[C@H](CO)N1C[C@H](C)[C@H](CN(C)C(=O)Cc2cccnc2)Oc2cc(C#CC3(O)CCCC3)ccc2S1(=O)=O | 5.3
COc1ccc(S(=O)(=O)N(C)C[C@H]2OCCCC[C@H](C)Oc3ccc(NC(=O)Nc4ccc5c(c4)OCO5)cc3C(=O)N([C@H](C)CO)C[C@@H]2C)cc1 | -1.8

The list itself, repeating the preview:
Molecule | Mtb BioA inh
C[C@H](CO)N1C[C@H](C)[C@H](CN(C)C(=O)Cc2cccnc2)Oc2cc(C#CC3(O)CCCC3)ccc2S1(=O)=O | 5.3
COc1ccc(S(=O)(=O)N(C)C[C@H]2OCCCC[C@H](C)Oc3ccc(NC(=O)Nc4ccc5c(c4)OCO5)cc3C(=O)N([C@H](C)CO)C[C@@H]2C)cc1 | -1.8
O=C(NC1CCCC1)N[C@H]1C=C[C@H](CC(=O)N2CCOCC2)O[C@@H]1CO | -1.2
CO[C@H]1CN(C)C(=O)c2ccc(NC(C)=O)cc2OC[C@H](C)N(Cc2cc(F)ccc2F)C[C@@H]1C | 0.4
Cc1ccc(S(=O)(=O)Nc2ccc3c(c2)C(=O)N([C@H](C)CO)C[C@H](C)[C@@H](CN(C)C(=O)C2CCCCC2)OCCCC[C@@H](C)O3)cc1 | -2.3
COc1ccc(-c2ccc([C@@H]3[C@@H](CO)N4CCCCN(C(=O)NC(C)C)C[C@@H]34)cc2)cc1 | -0.1
CCCNC(=O)N(C)C[C@H]1Oc2cc(C#CCOC)ccc2S(=O)(=O)N([C@@H](C)CO)C[C@@H]1C | -1.2
CCCNC(=O)Nc1ccc2c(c1)C(=O)N(C)[C@@H]1CC[C@H](CC(=O)NCCCN(C)C)O[C@H]1CO2 | -1.0
C[C@H](CO)N1C[C@H](C)[C@@H](CN(C)Cc2ccccc2)Oc2c(NC(=O)Nc3ccc(F)cc3)cccc2C1=O | 1.3
O=C(C1CCC1)N1CCCCN2[C@@H](CO)[C@@H](c3ccc(-c4cccc(F)c4)cc3)[C@@H]2C1 | -1.4
C[C@@H](O)C#Cc1ccc2c(c1)O[C@H](CN(C)CC1CCOCC1)[C@@H](C)CN([C@@H](C)CO)S2(=O)=O | -0.8
O=C(C[C@H]1CC[C@@H](NC(=O)Cc2cccnc2)[C@@H](CO)O1)Nc1ccc(-c2ccccc2)cc1 | 1.4
CC(C)NC(=O)N(C)C[C@H]1OCCCC[C@@H](C)Oc2ccc(NS(=O)(=O)c3ccc(Cl)cc3)cc2C(=O)N([C@@H](C)CO)C[C@H]1C | 0.7
CCCN1C[C@@H](C)[C@H](OC)CN(C)C(=O)c2ccc(NC(=O)c3ccc(F)cc3)cc2OC[C@@H]1C | 0.4
C[C@H](CO)N1C[C@H](C)[C@@H](CN(C)S(=O)(=O)c2ccccc2)Oc2ccc(NC(=O)c3ccncc3)cc2CC1=O | -2.9
O=C(NC[C@@H]1N[C@@H](CO)[C@H]1c1ccccc1)C1CC1 | 1.1
C[C@H](CO)N1C[C@H](C)[C@@H](CN(C)S(=O)(=O)c2cccs2)Oc2ccc(NS(=O)(=O)c3cn(C)cn3)cc2CC1=O | -0.4
C/C=C/c1ccc([C@@H]2[C@@H](CNC(=O)CC3CC3)N(C(=O)CC)[C@H]2CO)cc1 | -1.7
CCN1[C@H](C(=O)NCCc2cn(C)cn2)[C@@H](CO)[C@@H]2Cn3c(ccc(-c4ccccc4)c3=O)[C@@H]21 | -1.6
CC(C)NC(=O)Nc1ccc2c(c1)C(=O)N(C)[C@H]1CC[C@H](CC(=O)Nc3ccc(F)cc3)O[C@@H]1CO2 | -2.1

Part of the list above, field by field.
> COc1ccc(-c2ccc([C@@H]3[C@@H](CO)N4CCCCN(C(=O)NC(C)C)C[C@@H]34)cc2)cc1
  Mtb BioA inh = -0.1

> CC(C)NC(=O)Nc1ccc2c(c1)C(=O)N(C)[C@H]1CC[C@H](CC(=O)Nc3ccc(F)cc3)O[C@@H]1CO2
  Mtb BioA inh = -2.1

> O=C(NC1CCCC1)N[C@H]1C=C[C@H](CC(=O)N2CCOCC2)O[C@@H]1CO
  Mtb BioA inh = -1.2

> O=C(NC[C@@H]1N[C@@H](CO)[C@H]1c1ccccc1)C1CC1
  Mtb BioA inh = 1.1

Remaining list, next part:
Molecule | Mtb BioA inh
C[C@@H]1CN([C@@H](C)CO)S(=O)(=O)c2ccc(-c3ccc(C#N)cc3)cc2O[C@@H]1CN(C)Cc1cccc(F)c1 | -2.1
COCC(=O)Nc1ccc2c(c1)OC[C@@H](C)N(Cc1ccccc1F)C[C@@H](C)[C@@H](OC)CN(C)C2=O | 0.7
C[C@@H]1CN([C@@H](C)CO)C(=O)c2cccc(NS(C)(=O)=O)c2O[C@H]1CN(C)S(=O)(=O)c1ccc(Cl)cc1 | -1.0
Cc1ccccc1S(=O)(=O)N1[C@H](C#N)[C@@H](c2ccc(C#CC3CC3)cc2)[C@@H]1CO | 0.0
CC(C)NC(=O)N(C)C[C@H]1Oc2ccc(NS(=O)(=O)c3cccs3)cc2CC(=O)N([C@@H](C)CO)C[C@@H]1C | 10
Cc1noc(C)c1S(=O)(=O)Nc1ccc2c(c1)CC(=O)N([C@@H](C)CO)C[C@@H](C)[C@H](CN(C)S(=O)(=O)c1c(C)noc1C)O2 | -2.9
CN1C(=O)c2cc(NC(=O)c3ccccc3Cl)ccc2OC[C@H]2O[C@@H](CC(=O)O)CC[C@H]21 | -2.1
C[C@H]1CN([C@@H](C)CO)C(=O)c2cc(NC(=O)Cc3ccccc3)ccc2O[C@@H]1CN(C)Cc1ccc(C(=O)O)cc1 | 1.1
CO[C@H]1CN(C)C(=O)c2cc(NC(=O)c3nc4ccccc4s3)ccc2OC[C@@H](C)NC[C@H]1C | -1.6
C[C@@H]1CN([C@H](C)CO)C(=O)c2cc(NC(=O)Cc3cn(C)c4ccccc34)ccc2O[C@H]1CN(C)Cc1ccc(C(=O)O)cc1 | -2.9
CC(C)NC(=O)Nc1ccc2c(c1)CC(=O)N([C@@H](C)CO)C[C@H](C)[C@@H](CN(C)Cc1ccc(Cl)c(Cl)c1)O2 | 6.8
CCC(=O)N1[C@H](CO)[C@@H]2c3ccccc3N(C(=O)CC(F)(F)F)C[C@@H]21 | 0.2
Cc1noc(C)c1S(=O)(=O)Nc1ccc2c(c1)C(=O)N([C@@H](C)CO)C[C@H](C)[C@H](CN(C)C(=O)Nc1ccc3c(c1)OCO3)O2 | 21
O=C(C[C@@H]1CC[C@H](NC(=O)c2ccc(F)cc2)[C@H](CO)O1)NCCc1ccncc1 | -1.7
O=C(Nc1ccc(Cl)cc1)N[C@@H]1CC[C@@H](CCNC(=O)c2ccccc2F)O[C@@H]1CO | -1.8
COc1ccc(S(=O)(=O)Nc2ccc3c(c2)C(=O)N([C@H](C)CO)C[C@H](C)[C@@H](CN(C)C(=O)NC(C)C)OCCCC[C@H](C)O3)cc1 | 2.1
Cc1ccc(S(=O)(=O)Nc2ccc3c(c2)C(=O)N([C@@H](C)CO)C[C@H](C)[C@H](CN(C)S(=O)(=O)c2ccccc2)O3)cc1 | 2.1
N[C@@H]1CC[C@@H](CCn2cc(-c3cccc(F)c3)nn2)O[C@H]1CO | -4.5
C[C@H]1CN([C@@H](C)CO)C(=O)c2cc(-c3ccccc3F)cnc2O[C@@H]1CN(C)Cc1ccc(F)cc1 | -4.1
CCNC(=O)C[C@H]1CC[C@H]2[C@@H](COC[C@H](O)CN2C(=O)c2cc(Cl)cc(Cl)c2)O1 | -0.3
C[C@H]1CCCCO[C@@H](CN(C)CC2CCCCC2)[C@@H](C)CN([C@@H](C)CO)C(=O)c2cc(NC(=O)C3CCCCC3)ccc2O1 | 0.6
CO[C@@H]1CN(C)C(=O)c2cc(NS(=O)(=O)c3ccc(C)cc3)ccc2OC[C@@H](C)N(Cc2nccs2)C[C@@H]1C | -0.5
C[C@H](CO)N1C[C@H](C)[C@@H](CN(C)C(=O)C2CCCCC2)OCCCC[C@H](C)Oc2ccc(NS(=O)(=O)c3cn(C)cn3)cc2C1=O | 0.8
O=C(C[C@H]1CC[C@@H]2[C@H](COC[C@H](O)CN2CC2CCCCC2)O1)NCc1ccc(F)cc1 | 2.4
O=C(C[C@H]1C=C[C@@H](NC(=O)C2CC2)[C@@H](CO)O1)NC1CCC1 | 0.7
C[C@@H]1CN([C@@H](C)CO)C(=O)c2cccc(NC(=O)Nc3ccccc3)c2O[C@@H]1CN(C)Cc1ccccc1 | 0.2
Cc1ccc(S(=O)(=O)N(C)C[C@@H]2OCCCC[C@H](C)Oc3ccc(NC(=O)Nc4ccc(C(F)(F)F)cc4)cc3C(=O)N([C@H](C)CO)C[C@@H]2C)cc1 | -1.4
O=C([C@@H]1[C@@H](CO)[C@@H]2Cn3c(ccc(C4=CCCCC4)c3=O)[C@H]1N2)N1CCC(Cc2ccccc2)CC1 | -0.4
COC(=O)N(C)C[C@@H]1OCc2ccccc2-c2c(n(C)c3ccccc23)C(=O)N([C@@H](C)CO)C[C@@H]1C | -0.2
CC(C)CC#Cc1cnc2c(c1)C(=O)N([C@@H](C)CO)C[C@@H](C)[C@H](CN(C)C(=O)Cc1ccccc1)O2 | 2.7
CO[C@@H]1CN(C)C(=O)c2ccc(NC(=O)Nc3ccc4c(c3)OCO4)cc2OC[C@@H](C)NC[C@@H]1C | 0.2
Cn1cnc(S(=O)(=O)N2CC[C@@H]3[C@H]2c2cc(-c4ccccc4F)ccc2N[C@@H]3CO)c1 | 1.8
O=C(C[C@H]1CC[C@@H](NC(=O)Nc2ccc3c(c2)OCO3)[C@H](CO)O1)NCCCN1CCOCC1 | -2.3
C[C@H]1CCCCO[C@H](CN(C)C(=O)Nc2ccc3c(c2)OCO3)[C@@H](C)CN([C@@H](C)CO)C(=O)c2cc(N(C)C)ccc2O1 | 0.1
O=C(Nc1ccc(F)cc1)N[C@H]1C=C[C@H](CC(=O)N2CCCCC2)O[C@@H]1CO | 2.4
CCC(=O)N[C@@H]1CC[C@H](CC(=O)NCc2ccccc2F)O[C@@H]1CO | -0.6
COCC#Cc1cnc2c(c1)C(=O)N([C@H](C)CO)C[C@@H](C)[C@@H](CN(C)C(=O)Nc1ccccc1OC)O2 | -1.5
CO[C@H]1CN(C)C(=O)c2ccc(NS(=O)(=O)c3ccc(Cl)cc3)cc2OC[C@H](C)NC[C@H]1C | -3.0
C[C@@H]1CCCCO[C@@H](CN(C)Cc2ccc(C(=O)O)cc2)[C@H](C)CN([C@@H](C)CO)C(=O)c2cc(NC(=O)NC3CCCCC3)ccc2O1 | -1.9
C[C@H](CO)N1C[C@H](C)[C@@H](CN(C)C(=O)Nc2ccc(F)cc2)Oc2ccc(NS(=O)(=O)c3ccc(F)cc3)cc2C1=O | -0.8
O=C(C[C@@H]1CC[C@H](NC(=O)Cc2ccccn2)[C@H](CO)O1)NCCc1ccncc1 | -0.3
CC(C)C#Cc1cnc2c(c1)C(=O)N([C@H](C)CO)C[C@@H](C)[C@H](CN(C)Cc1cccc(F)c1)O2 | 6.3
O=C(NC1CCCC1)[C@@H]1[C@@H](CO)[C@@H]2Cn3c(cccc3=O)[C@@H]2N1C(=O)NC1CCCC1 | -1.3
C[C@H]1CN([C@@H](C)CO)C(=O)CCCn2nncc2CO[C@H]1CN(C)C(=O)Nc1ccc(C(C)(C)C)cc1 | 0.2
COc1ccccc1-c1cnc2c(c1)C(=O)N([C@H](C)CO)C[C@@H](C)[C@H](CN(C)C)O2 | -1.4
O=C(N[C@@H]1CC[C@H](CCNS(=O)(=O)c2ccc(Cl)cc2)O[C@@H]1CO)c1ccccn1 | 2.6
Cc1ccc(S(=O)(=O)N(C)C[C@H]2OCCCC[C@H](C)Oc3ccc(NS(=O)(=O)c4ccc(Cl)cc4)cc3C(=O)N([C@@H](C)CO)C[C@H]2C)cc1 | -1.9
CC(C)NC(=O)N1CCCCN2[C@H](CO)[C@@H](c3ccc(C#C[C@@H](C)O)cc3)[C@H]2C1 | 0.4
CCCN1C[C@H](C)[C@H](OC)CN(C)C(=O)c2ccc(NC(=O)Nc3ccccc3F)cc2OC[C@@H]1C | 3.8
O=C(C[C@H]1C[C@H]2c3cc(NC(=O)c4ccc5c(c4)OCO5)ccc3O[C@H]2[C@H](CO)O1)NCC1CC1 | 0.7
CCCNC(=O)N(C)C[C@H]1Oc2ncc(-c3ccccc3)cc2C(=O)N([C@@H](C)CO)C[C@@H]1C | -0.7
C[C@@H]1CN([C@H](C)CO)C(=O)c2cccc(NS(=O)(=O)c3ccccc3)c2O[C@@H]1CN(C)CC1CC1 | 5.4
C[C@@H]1CN([C@H](C)CO)C(=O)c2cc(NC(=O)Nc3ccc4c(c3)OCO4)ccc2O[C@H]1CN(C)S(=O)(=O)c1ccc(F)cc1 | 0.9
C[C@@H]1CCCCO[C@@H](CN(C)C(=O)c2ccccc2)[C@H](C)CN([C@@H](C)CO)C(=O)c2cc(NC(=O)CCCN(C)C)ccc2O1 | 9.6
COC(=O)C[C@H]1CC[C@H]2[C@H](COc3ccc(NC(=O)Nc4cc(C)cc(C)c4)cc3C(=O)N2C)O1 | -0.1
COc1ccc(S(=O)(=O)N(C)C[C@@H]2Oc3cc(C4=CCCC4)ccc3S(=O)(=O)N([C@@H](C)CO)C[C@@H]2C)cc1 | -1.5
CO[C@H]1CN(C)C(=O)c2ccc(NC(=O)Nc3cccc(Cl)c3)cc2OC[C@H](C)NC[C@H]1C | 2.3
C[C@@H]1CN([C@@H](C)CO)C(=O)c2cc(NC(=O)Cc3ccccc3)ccc2O[C@@H](C)CCCCO[C@@H]1CN(C)S(=O)(=O)c1cccs1 | -3.3
C[C@@H]1CN([C@@H](C)CO)C(=O)c2cc(NS(=O)(=O)c3ccccc3)ccc2O[C@@H](C)CCCCO[C@H]1CN(C)Cc1ccc(C(F)(F)F)cc1 | 0.8
C[C@H](CO)N1C[C@H](C)[C@H](CN(C)C(=O)Nc2cccc3ccccc23)Oc2ccc(NC(=O)CCC(F)(F)F)cc2CC1=O | -3.4

Compound activity (PubChem)
